miR122 inh – inhibitors of miR-122 in Huh7 cells | Huh7 miR-122 Renilla luciferase sensor, 48 h; neutral wells = 0, positive control = 100 | activation (reporter increase), % at 12.5 µM | 340,000 tested, 0.3% active | AID 602342;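 active = mean replicate activation score at least 90 and every replicate individually at or above 90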;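 note: higher luciferase means less miR-122 activity so hits act as miR-122 inhibitors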
GSIS activator – GLuc luminescence reporter in INS-1E cells, primary screen for activators of glucose-dependent secretion of insulin | INS-1E GLuc reporter insulin secretion, 2-3 h | activation, % at 16.6 µM | 370,000 tested, 0.61% active;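 active = lowest replicate activation of at least 40%, so every replicate reaches that level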;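 note: 0% = median of neutral control wells and 100% = median of IBMX positive control wells; some compounds called inactive have numbers as strong as hits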
An asterisk follows results filed as active. A portion of the library, so the mix of outcomes need not match the whole.

How did CCOc1ccc(N(C(C)C(=O)NCc2ccco2)S(C)(=O)=O)cc1 (configuration not stated) do in these assays?
miR122 inh: 1; GSIS activator: 4

Results for CCn1c(CNc2cccc(Cl)c2)nnc1SCc1ccccc1 ?
miR122 inh: 1; GSIS activator: -29

What do the screens show for `COc1ccccc1N1CCN(C(=O)C(C)N(c2ccc(C)c(C)c2)S(C)(=O)=O)CC1` (configuration not stated)?
miR122 inh: -2; GSIS activator: -6

Results for Cc1ccc(S(=O)(=O)N2CCN(c3nc(C)c4c(c3C#N)CC(C)(C)OC4)CC2)cc1 ?
miR122 inh: -5; GSIS activator: 1

What do the screens show for `CC(C)CC(OC(=O)c1cccs1)C(=O)NCc1cccs1` (configuration not stated)?
miR122 inh: 5; GSIS activator: -11

How did CC(=O)c1c(C(C)=O)c(C)n(-c2ccc(N)cc2)c1C do in these assays?
miR122 inh: -6; GSIS activator: -16

Results for CCCc1nc(N)sc1C(=O)OCC ?
miR122 inh: 3; GSIS activator: 112*

Results for CC1(C)N=C(/C=N/O)CN1O ?
miR122 inh: -3; GSIS activator: -1

How did CN(C)c1nc(-c2ccc([N+](=O)[O-])cc2)cs1 do in these assays?
miR122 inh: -6; GSIS activator: 3

Results for COC(=O)c1cc(NC(=O)CC2C(=O)NCCN2C(=O)c2ccc(F)cc2)cc(C(=O)OC)c1 (configuration not stated) ?
miR122 inh: 2; GSIS activator: -11

How did Cc1nc2ccccc2n1CC(=O)N1CC(=O)Nc2ccccc21 do in these assays?
miR122 inh: -3; GSIS activator: 15

Results for Cc1nn(Cc2ccccc2)c(Cl)c1C(=O)OC1CCOC1=O (configuration not stated) ?
miR122 inh: -2; GSIS activator: -6

What do the screens show for `Cc1cccnc1NC(=O)c1ccc2nc(N)sc2c1`?
miR122 inh: -6; GSIS activator: -4

Results for O=C(c1ccc2c(c1)OCO2)N1CCN(c2ccc(Cl)cc2)CC1 ?
miR122 inh: 1; GSIS activator: -9

Results for CCOc1cccc(NC(=O)C2CC(=O)NC(=Nc3ccccc3)S2)c1 (configuration not stated) ?
miR122 inh: 3; GSIS activator: 1

What do the screens show for `COc1ccccc1NC(=O)N1CCCC1C(=O)NCc1ccc2c(c1)OCO2` (configuration not stated)?
miR122 inh: -2; GSIS activator: 20

How did O=C(O)CS(=O)(=O)CC(=O)O do in these assays?
miR122 inh: 0; GSIS activator: 9

How did COc1ccc(OC)c(C(c2nnnn2C2CCCC2)N2CCc3ccccc3C2)c1 (configuration not stated) do in these assays?
miR122 inh: 56; GSIS activator: -7

Results for O=C1c2ccsc2SCCN1Cc1ccc(Cl)cc1 ?
miR122 inh: -3; GSIS activator: 15

Results for O=C(Oc1ccc(N(Cc2cccs2)C2=NS(=O)(=O)c3ccccc32)cc1)c1ccccc1Cl ?
miR122 inh: -5; GSIS activator: 6

How did COc1ccccc1OCC(=O)OCC(=O)Nc1ncc(Cl)cc1Cl do in these assays?
miR122 inh: 2; GSIS activator: 7

What do the screens show for `Cc1cc2nn(-c3cccc4ccccc34)nc2cc1NC(=O)c1cccs1`?
miR122 inh: 3; GSIS activator: -22

Results for CN(C)c1nc(Oc2ccc(=O)[nH]n2)nc(N2CCOCC2)n1 ?
miR122 inh: 0; GSIS activator: 4

What do the screens show for `O=C(CN(C(=O)CSc1nc2ccccc2o1)c1ccccc1)NC1CCCCC1`?
miR122 inh: -4; GSIS activator: -30

What do the screens show for `Cc1c(C(=O)CN2CCOCC2)[nH]c2ccccc12`?
miR122 inh: 2; GSIS activator: 2

What do the screens show for `CCCCNS(=O)(=O)c1ccc2nc(SCC(=O)N3CC(C)OC(C)C3)[nH]c2c1` (configuration not stated)?
miR122 inh: 65; GSIS activator: 4

How did CCCCOCCCNC(=O)c1ccc(NC(C)=O)cc1 do in these assays?
miR122 inh: -2; GSIS activator: -10

Results for C=CCn1c2ccccc2c2nnc(SC(CC)C(=O)Nc3sc4c(c3C#N)CCCC4)nc21 (configuration not stated) ?
miR122 inh: -1; GSIS activator: 6

Results for O=C(O)CCc1c(C(=O)O)[nH]c2ccccc12 ?
miR122 inh: -4; GSIS activator: 9

What do the screens show for `CCCNC(=O)CN(c1cccc(F)c1)S(C)(=O)=O`?
miR122 inh: -7; GSIS activator: 0

What do the screens show for `O=C(CSc1nc2nc3c(cc2c(=O)n1-c1ccccc1)CCCC3)Nc1ccccc1`?
miR122 inh: -6; GSIS activator: 13

Results for O=C(Cc1cccs1)NCc1ccco1 ?
miR122 inh: 7; GSIS activator: 6

How did COc1ccc(CCNC(=O)c2nnn(-c3ccc4c(c3)OCCO4)c2N)cc1OC do in these assays?
miR122 inh: -4; GSIS activator: 10

How did COc1cc(C(=O)N2c3ccccc3CC2C)cc(OC)c1OC (configuration not stated) do in these assays?
miR122 inh: 7; GSIS activator: 11

Results for O=C1Nc2ccccc2C12OCC1(CO2)COC2(OC1)C(=O)Nc1ccccc12 (configuration not stated) ?
miR122 inh: -6; GSIS activator: -13

How did O=C1c2ccccc2C(=O)N1Cc1nc2ccccc2c(=O)n1CCCn1ccnc1 do in these assays?
miR122 inh: 3; GSIS activator: 22

What do the screens show for `O=C(COc1ccccc1)N1CCN(S(=O)(=O)c2cccs2)CC1`?
miR122 inh: -2; GSIS activator: 9

What do the screens show for `Cc1ccc(-c2csc3ncn(CC(=O)N4CCOCC4)c(=O)c23)cc1`?
miR122 inh: -5; GSIS activator: 2

Results for CCCN1C(=O)c2ccccc2NC1c1ccc(OC)cc1OC (configuration not stated) ?
miR122 inh: -3; GSIS activator: 50

How did Oc1ccc(CNC2CCCCC2)cc1 do in these assays?
miR122 inh: -3; GSIS activator: 10

How did CN1CC=C2C(C#N)=C(N)C(C#N)(C#N)C(c3cccc(Cl)c3Cl)C2C1 (configuration not stated) do in these assays?
miR122 inh: -2; GSIS activator: -7

What do the screens show for `COc1cc(C(=O)Oc2cccc(C)c2)cc(OC)c1OC`?
miR122 inh: -1; GSIS activator: -1

Results for CCCOc1cccc(NC(=O)OC2CCN(C)CC2)c1 ?
miR122 inh: 3; GSIS activator: 9

What do the screens show for `Cc1ccc(/C=N/NC(=O)c2ccc(Cn3cc([N+](=O)[O-])cn3)o2)cc1`?
miR122 inh: 0; GSIS activator: -3

What do the screens show for `CS(=O)(=O)N(CC(=O)NCc1ccc2c(c1)OCO2)Cc1ccc(Cl)cc1`?
miR122 inh: 3; GSIS activator: -25

Results for Cc1occc1C(=O)NCCc1cccc(Cl)c1 ?
miR122 inh: 4; GSIS activator: -30

What do the screens show for `Cc1cc(C)nc(N(C#N)S(=O)(=O)c2ccccc2)n1`?
miR122 inh: 2; GSIS activator: 3

Results for CCOC(=O)C1=NOC(CNC(=O)C2=NOC(CNC(=O)c3c(-c4ccccc4Cl)noc3C)C2)C1 (configuration not stated) ?
miR122 inh: 1; GSIS activator: 1

How did CCOc1cccc(C(=O)Nc2nnc(-c3cccs3)s2)c1 do in these assays?
miR122 inh: -2; GSIS activator: 20

What do the screens show for `COc1ccc(CN2C(=O)c3ccccc3C2C(=O)NCC2CCCO2)c(OC)c1` (configuration not stated)?
miR122 inh: 0; GSIS activator: -6

What do the screens show for `CCN1C(=O)C2(C(C(=O)c3ccc(C)o3)=C(O)C(=O)N2CCCN2CCOCC2)c2ccccc21` (configuration not stated)?
miR122 inh: -2; GSIS activator: -9

Results for CCOC(=O)c1ccc(NS(=O)(=O)c2cccc3nsnc23)cc1 ?
miR122 inh: -3; GSIS activator: -14

How did CC(C)NS(=O)(=O)c1ccc(OCC(=O)NCc2ccc3c(c2)OCO3)c(Cl)c1 do in these assays?
miR122 inh: 9; GSIS activator: -9

How did O=C(Nc1ccccc1[N+](=O)[O-])C1C(c2ccccc2)=C1c1ccccc1 do in these assays?
miR122 inh: -5; GSIS activator: -4

How did COc1ccccc1NC(=O)COc1ccc(CO)cc1Cl do in these assays?
miR122 inh: 11; GSIS activator: -5

How did COc1cccc(NC(=O)CNC(=O)c2ccccc2)c1 do in these assays?
miR122 inh: 2; GSIS activator: 15

Results for O=C(c1cccs1)N1CCC(Cc2ccccc2)CC1 ?
miR122 inh: -7; GSIS activator: 1

What do the screens show for `C=CCSc1n[nH]c(-c2ccccc2)n1`?
miR122 inh: -4; GSIS activator: 41

What do the screens show for `CCCCc1nc(NCCN)c(C#N)c2c1CSC(C)(C)C2`?
miR122 inh: -6; GSIS activator: 44*

Results for COc1ccc(C2CC(=O)c3c(ccc4ccccc34)N2)cc1OC (configuration not stated) ?
miR122 inh: 0; GSIS activator: 8

Results for Cc1ccc(NC(=O)Cn2c(=O)n(Cc3ccco3)c(=N)c3c4c(sc32)COC(C)(C)C4)cc1 ?
miR122 inh: 3; GSIS activator: -21

Results for CCCS(=O)(=O)NCCc1cc2cc(C)c(C)cc2[nH]c1=O ?
miR122 inh: -1; GSIS activator: -10

What do the screens show for `Fc1cccc(-c2nn[nH]n2)c1`?
miR122 inh: 0; GSIS activator: 10

How did Cc1ccc(-c2nnn(CC(=O)N(c3ccccc3)C(C(=O)NC3CCCC3)c3ccco3)n2)o1 (configuration not stated) do in these assays?
miR122 inh: -8; GSIS activator: -4

Results for CCn1c(N)c(C(=O)NCC2CCCO2)sc1=S (configuration not stated) ?
miR122 inh: 10; GSIS activator: 20

What do the screens show for `CSCCC(=O)N1C(C)CCCC1C(=O)O` (configuration not stated)?
miR122 inh: -3; GSIS activator: -2

How did Cn1nc(OCC(N)=O)ccc1=O do in these assays?
miR122 inh: 2; GSIS activator: 5

Results for CCn1c(CSc2nnc(C)n2-c2ccccc2)nc2cc(S(=O)(=O)N(C)C)ccc21 ?
miR122 inh: 1; GSIS activator: -3

What do the screens show for `COc1ccc(-c2cn3ccc4ccccc4c3n2)cc1`?
miR122 inh: 2; GSIS activator: -14

Results for CCn1c2ccccc2c2nnc(SCC(=O)Nc3ccc4c(c3)OCO4)nc21 ?
miR122 inh: -5; GSIS activator: 35

What do the screens show for `COC(=O)c1nc(N)sc1-c1ccccc1`?
miR122 inh: 0; GSIS activator: 30

What do the screens show for `COC(=O)CNC(=O)CN1C(=O)N(c2cccc(Cl)c2)C(N(O)C(=O)Nc2cccc(Cl)c2)C1(C)C` (configuration not stated)?
miR122 inh: -6; GSIS activator: -29

What do the screens show for `N/C(=N\OC(=O)c1ccccc1[N+](=O)[O-])c1cccnc1`?
miR122 inh: 5; GSIS activator: 24

What do the screens show for `O=C(CSc1nc2ccccc2o1)Nc1ccccc1`?
miR122 inh: -15; GSIS activator: -1

How did Cc1cccc(C)c1OCC(=O)Nc1nnc(C2CCCO2)s1 (configuration not stated) do in these assays?
miR122 inh: -3; GSIS activator: 19

What do the screens show for `Cc1cccc(NC(=O)c2c(C)cc(=O)oc2C)n1`?
miR122 inh: -6; GSIS activator: 23

What do the screens show for `O=C1CN(C(=O)COC(=O)CCSc2ccccc2Cl)c2ccccc2N1`?
miR122 inh: -1; GSIS activator: 6

Results for Cc1c(Br)c(O)c(Br)c(O)c1/C=N/n1c(-c2ccccc2)n[nH]c1=S ?
miR122 inh: -3; GSIS activator: -26

How did CC(C)Cn1c(=O)[nH]c2ccccc21 do in these assays?
miR122 inh: -3; GSIS activator: -3

Results for CCOc1ccc(C(=O)COC(=O)CC)cc1 ?
miR122 inh: 8; GSIS activator: -17

Results for Oc1ccc(/C=N/n2c3ccccc3c3ccccc32)cc1 ?
miR122 inh: 8; GSIS activator: -34

Results for CC1CN(c2oc(-c3ccco3)nc2S(=O)(=O)c2ccccc2)CC(C)O1 (configuration not stated) ?
miR122 inh: -3; GSIS activator: 5

Among those listed so far, these contain fluorine:
Results for COC(=O)c1cc(NC(=O)CC2C(=O)NCCN2C(=O)c2ccc(F)cc2)cc(C(=O)OC)c1 (configuration not stated) ?
miR122 inh: 2; GSIS activator: -11

What do the screens show for `CCCNC(=O)CN(c1cccc(F)c1)S(C)(=O)=O`?
miR122 inh: -7; GSIS activator: 0

What do the screens show for `Fc1cccc(-c2nn[nH]n2)c1`?
miR122 inh: 0; GSIS activator: 10

5 consecutive compounds already listed, for reference:
Results for Cc1ccc(NC(=O)Cn2c(=O)n(Cc3ccco3)c(=N)c3c4c(sc32)COC(C)(C)C4)cc1 ?
miR122 inh: 3; GSIS activator: -21

Results for CCCS(=O)(=O)NCCc1cc2cc(C)c(C)cc2[nH]c1=O ?
miR122 inh: -1; GSIS activator: -10

What do the screens show for `Fc1cccc(-c2nn[nH]n2)c1`?
miR122 inh: 0; GSIS activator: 10

How did Cc1ccc(-c2nnn(CC(=O)N(c3ccccc3)C(C(=O)NC3CCCC3)c3ccco3)n2)o1 (configuration not stated) do in these assays?
miR122 inh: -8; GSIS activator: -4

Results for CCn1c(N)c(C(=O)NCC2CCCO2)sc1=S (configuration not stated) ?
miR122 inh: 10; GSIS activator: 20

High-throughput results: PubChem, Broad Institute
